Bioassay records from PubChem.
PP1 inh: PP1-alpha phosphatase inhibitors, primary screen, counter-screen for PP5 inhibitor project, biochemical, fluorescence, OMFP substrate, single point. Serine/threonine-protein phosphatase PP1-alpha catalytic subunit (Homo sapiens), P62136. purified PP1alpha. inhibition, % at 6.7 µM. 0.9% of 320,000 active;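 active = inhibition above the mean inhibition of all tested compounds plus 3 SD, computed separately for each screening campaign, cut at about 15% in these data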
Target sequence (P62136 whole entry, looked up): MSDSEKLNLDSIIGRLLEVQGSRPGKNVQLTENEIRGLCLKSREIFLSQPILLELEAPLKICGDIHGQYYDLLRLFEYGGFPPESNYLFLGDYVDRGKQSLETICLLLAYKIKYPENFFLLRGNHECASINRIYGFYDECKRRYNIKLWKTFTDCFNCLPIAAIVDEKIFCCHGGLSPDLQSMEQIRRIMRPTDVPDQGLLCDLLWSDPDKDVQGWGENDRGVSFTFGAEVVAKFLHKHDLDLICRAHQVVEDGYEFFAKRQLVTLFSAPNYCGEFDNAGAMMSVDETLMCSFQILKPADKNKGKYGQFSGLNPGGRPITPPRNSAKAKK
PP5 primary: PP5 phosphatase inhibitors, primary screen, biochemical, fluorescence; Serine/threonine-protein phosphatase 5 (Homo sapiens), P53041; purified PP5c, OMFP substrate fluorescence; inhibition, % at 6.7 µM; 0.18% of 320,000 active; AID 1987, 2009;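 active = inhibition above the campaign's mean inhibition across all tested compounds plus 3 SD, cut at about 9.5% in these data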;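 also: 0% = DMSO only and 100% = 100 µM cantharidin control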
Target sequence (P53041 whole entry, looked up): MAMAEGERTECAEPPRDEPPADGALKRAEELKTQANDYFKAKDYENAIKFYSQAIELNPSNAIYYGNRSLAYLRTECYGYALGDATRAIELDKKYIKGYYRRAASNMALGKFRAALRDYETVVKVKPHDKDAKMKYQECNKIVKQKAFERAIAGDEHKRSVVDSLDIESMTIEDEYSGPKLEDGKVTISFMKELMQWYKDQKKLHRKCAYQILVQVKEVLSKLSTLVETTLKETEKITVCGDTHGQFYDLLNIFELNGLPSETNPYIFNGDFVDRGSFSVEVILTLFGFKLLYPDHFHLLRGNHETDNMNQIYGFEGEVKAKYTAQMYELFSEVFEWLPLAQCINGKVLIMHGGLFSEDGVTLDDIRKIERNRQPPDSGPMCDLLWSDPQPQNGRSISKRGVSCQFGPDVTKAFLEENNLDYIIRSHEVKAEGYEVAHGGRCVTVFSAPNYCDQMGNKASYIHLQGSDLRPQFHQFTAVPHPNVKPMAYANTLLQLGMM
ZTA counter: counter-screen for EBNA-1 inhibitors: inhibitors of Epstein-Barr virus ZTA. P03206. ZTA-DNA binding, fluorescence polarization. inhibition, % at 11 µM. 0.15% of 320,000 active. AID 2234; in the data active = inhibition above about 33%
CTSL1 counter: Fasciola hepatica cathepsin L1 inhibitors, primary screen, counter-screen for PFM18AAP inhibitor project, biochemical, QFRET, fluorogenic peptide substrate. recombinant F. hepatica cathepsin L1, Z-Leu-Arg-MCA fluorescence. inhibition, % at 5.96 µM. AID 1906, 2009. 0.49% of 300,000 active;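 active = inhibition above the mean of all tested compounds plus 3 SD, set per screening campaign, cut at about 17% in these data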;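 also: 0% = plate median of test compound wells and 100% = 1 µM Z-Phe-Ala-diazomethylketone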
EBNA-1 inh: EBNA-1 DNA-binding inhibitors, primary screen, biochemical, fluorescence polarization. inhibition, % at 14.8 µM. 0.34% of 300,000 active. AID 1950, 2009; in the data active = inhibition above about 28%
core dimer inh: inhibitors of HCV core protein dimerization, primary screen, biochemical, TR-FRET, high-throughput | TR-FRET GST/Flag-core106 dimerization, 1536-well | inhibition, % at 5 µM | 0.33% of 300,000 active | AID 1899, 2009;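 active = inhibition above the mean of all tested compounds plus 3 SD, set per screening campaign, cut at about 45% in these data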
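Material: Tagged HCV core106 pair (GST and Flag) | Amount: GST-core106 13.5 nM, Flag-core106 17 nM | Medium: KF-containing HEPES buffer, pH 7.45, DTT, CHAPS, BSA | Reagent: Eu donor and XL665 acceptor anti-tag antibodies | Schedule: 4 h at 22.5 °C | Technique: Time-resolved FRET, ex 340 nm, em 617 and 671 nm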
JMJD2C inh: inhibitors of GASC-1 histone demethylase, primary screen, biochemical, fluorescence, DELFIA europium; Lysine-specific demethylase 4C (Homo sapiens), Q9H3R0; GST-JMJD2C(1-420) H3K9me3 demethylation; inhibition, % at 2.35 µM; 0.069% of 330,000 active; AID 2099, 2009;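 active = more than half of a compound's replicate wells show inhibition beyond 50%, single wells judged on their own value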;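 also: signal counts dimethyl H3K9 product captured on neutravidin plate; 0% = median of DMSO wells and 100% = 0.3 times that DMSO median; strong numbers were not always called active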
Yeast superoxide: reduction of superoxide in aged yeast, primary screen, HTS. S. cerevisiae aged cells, superoxide DHE fluorescence; active compounds read low. superoxide response (% of plate mean), % at 10 µM. 0.18% of 330,000 active. AID 2690, 2010;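 active = superoxide response under a set limit, about three screen SD below normal, cut at about 65% in these data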;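 also: yeast aged for seven days with compound at 30 °C before DHE staining; 100% = average MFI of all compound-treated wells on the plate with controls excluded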
TPT1 inh: Candida albicans TPT1 enzyme inhibitors, primary screen, biochemical, fluorescence polarization | recombinant caTPT1, FP RNA substrate dephosphorylation | inhibition, % at 5 µM | tRNA 2'-phosphotransferase TPT1 (Candida albicans SC5314) | AID 1962, 2009 | 0.81% of 300,000 active;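 active = inhibition above the mean of all tested compounds plus 3 SD, set per screening campaign, cut at about 24% in these data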;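 also: plate controls were DMSO alone for no effect and ferristatin control at 100 nM for full effect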
The depositor's hits bear a star; i = inactive; / = no result given; & = joins results of further samples.

SMILES	PP1 inh	PP5 primary	ZTA counter	CTSL1 counter	EBNA-1 inh	core dimer inh	JMJD2C inh	Yeast superoxide	TPT1 inh
Cc1sc(NC(=O)CSc2nc(N)n(CC(=O)c3ccccc3)n2)c(C#N)c1C	-1	2.1	-8	0	9	2	-7&-3	92	-1
CNC(=O)N(O)C1N(NC(=O)Nc2ccccc2)C(=S)SC1(C)C (configuration not stated)	0	0.8	3	0	-8	-3	-6	88	-2
CCN(CC1CCCN(CCc2cccc(OC)c2)C1)C(=O)C=C(C)C (configuration not stated)	3	0.4	-11	0	-7	1	-5	97	-5
Cc1ccccc1Cn1cnc2c(oc3ccccc32)c1=O	6	2.7	-2	1	-1	2	-3	98	4
Cc1nn(-c2ccc(F)cc2)c(C)c1NS(=O)(=O)c1ccc2ccccc2c1	1	2.1	-7	0	-11	3	-10	91	0
Cc1nnc(SCc2nnc(-c3ccccc3Br)o2)n1-c1ccccc1	2	3.2	-3	-1	2	13	-9	107	5
N#Cc1cc2c(nc1Cl)CCCC2	-1	1.2	-2	1	5	-4	8	100	2
CN(C)S(=O)(=O)Nc1cccc(-c2cn3c(n2)SCC3)c1	2	0.2	-6	-2	-6	3	1	98	1
Cc1cc(SCC(=O)Nc2ccccc2C)nc(C)n1	0	2.2	-15	0	-13	-2	-10	87	0
Cc1ccn2c(=O)nc(SCC(=O)N3CCC(Cc4ccccc4)CC3)nc2c1	2	0.5	-7	-2	1	35	8	109	5
Cc1cccnc1NC(=O)CCc1nnc2ccc(NCc3ccco3)nn12	-1	1.5	7	3	-8	-3	34	95	2
CCc1ccc2c(c1)cc(CN(C(=S)Nc1cccc(C)c1)C1CC1)c1nnnn12	0	1.5	5	1	12	-36	3	114	2
O=C(NCC1(c2ccccc2)CCCC1)c1cccc(Br)c1	4	3.3	15	-2	4	8	5	103	1
COc1ccc(N2Cc3cccc(C(=O)NC(C)CCc4ccco4)c3C2=O)cc1 (configuration not stated)	-1	3.6	-7	3	6	63*	-4	103	-3
COc1ccc(NC2CCCN(C(=O)c3cccs3)C2)cc1 (configuration not stated)	-1	0.5	1	1	13	8	-7	98	5
CC(C(=O)Nc1ccccc1Oc1ccccc1)c1ccccc1 (configuration not stated)	2	-0.6	15	-1	14	3	3	104	1
COCCSc1nnc(NC(=O)CS(=O)(=O)c2ccccc2)s1	0	1.1	-6	6	5	-4	5	98	4
COc1cc(OC)c(OC)cc1/C=C/c1cc(C(=O)O)c2ccccc2n1	-2	2.2	11	0	-1	-3	0	96	0
O=S(=O)(N1CCCCCC1)N1CCN(S(=O)(=O)N2CCCCC2)CC1	-2	-0.9	-6	0	5	0	-11	94	3
NNC(=O)c1[nH]c(-c2ccccc2)cc1-c1ccccc1	4	2.9	-6	-2	2	-2	-9	89	3
O=C(CN1CCOCC1)Nc1ccccc1F	0	-0.1	12	4	4	10	-6	110	2
CCC(C)/C(C)=N/NC(=O)CSc1nc2ccccc2[nH]1 (configuration not stated)	-5	3.9	-15	0	-1	-6	-14	94	-3
COc1cc(C(=O)Oc2cccc(Nc3ncnc4ccccc34)c2)cc(OC)c1OC	4	4.9	3	0	-6	3	-5	98	0
O=C1CC(c2ccc3c(c2)OCO3)C2=C(CCCC2=O)N1 (configuration not stated)	-2	-0.1	19	3	15	2	2	84	-5
O=C(CSc1nnc(-c2ccc(Cl)cc2Cl)n1C1CCCCC1)N1CCCC1	1	2.4	9	-7	12	11	-1	101	-3
The list goes on:
SMILES	PP1 inh	PP5 primary	ZTA counter	CTSL1 counter	EBNA-1 inh	core dimer inh	JMJD2C inh	Yeast superoxide	TPT1 inh
CCC(=O)c1ccc(OCC(=O)OCC(=O)c2c(N)n(C)c(=O)n(C)c2=O)cc1	0	4.7	-10	/	/	/	4	99	/
COc1cc(/C=C(\C#N)C(=O)c2c(C)[nH]c3ccccc23)cc(OC)c1OC	1	1.7	-6	-1	-2	-4	1	82	2
CCOC(=O)c1c(NC(=O)COC(=O)c2cc(OC)c(OC)cc2[N+](=O)[O-])sc(C)c1C	-1	0.8	4	0	8	2	1	97	-1
N#Cc1cc(Sc2ccccn2)c([N+](=O)[O-])cc1C#N	-2	-1.7	-6	2	-8	36	-3	104	38*
Cc1ccc(NC(=O)c2cccc3c2C(=O)N(C2CCCCC2)C3)c(Cl)c1	0	-1.9	7	0	0	14	10	96	-2
COc1cc(-c2nc(CN3CCCN(C(=O)c4ccco4)CC3)c(C)o2)ccc1F	3	3.8	5	-2	-7	-5	-14	92	7
Cc1cc(N2CCCCC2)nc(-c2ccc(Br)cc2)n1	2	-0.9	-3	2	-10	2	-27	109	-5
N#Cc1ccccc1OCC(=O)Nc1cccc(S(=O)(=O)N2CCCC2)c1	1	-0.3	2	/	/	/	-14	95	/
O=C(Nc1ccc(C(F)(F)F)cc1)C1CC(=O)N(c2ccc3c(c2)OCCO3)C1 (configuration not stated)	0	7.5	65*	-1	-4	1	10	115	-1
CC(Sc1nnc(-c2ccccc2F)n1C1CC1)C(=O)N1CCCC1 (configuration not stated)	0	1.6	2	/	/	/	-4	97	/
O=c1c2cc3c(cc2[nH]c(=S)n1Cc1ccco1)OCO3	-7	-0.5	14	-2	18	3	11	118	0
CC(=O)NCCC(=O)N(Cc1ccccc1)c1nc2c(C)cccc2s1	-3	-0.2	-2	5	-4	-52	15	107	1
Cc1ccc(N2C(=O)c3n[nH]c(C)c3C2c2cccnc2)cc1 (configuration not stated)	-2	-2.9	-3	1	5	2	0	108	-1
CCOC(=O)CC1=Nc2ccccc2NC(=O)C1	-1	-0.7	0	3	-8	-7	/	110	-1
N#Cc1c(-c2ccco2)ccn(Cc2ccc(F)cc2)c1=O	-3	0.3	-4	2	-12	0	i	84	0
COc1ccc(CC(=O)OCc2cc(=O)n3cc(Br)ccc3n2)cc1OC	-4	-2.1	5	5	5	6	-13	97	-3
Cc1sc2ncnc(Nc3ccc(N4CCOCC4)cc3)c2c1-c1ccccc1	-4	1.2	-11	2	-6	-1	2	103	2
CCOc1ccc(NC(=O)c2ccc(NC(=O)CN3C(=O)C(=O)N(CC(C)C)C3=O)cc2)cc1	0	0.2	-10	-3	6	-2	-7	100	-5
CN(C(=O)c1sc2nc(N3CCOCC3)c3c(c2c1N)CCCC3)c1ccccc1	0	0.2	-13	-2	-21	14	-4	104	4
O=C(NCc1nnc(SCC(=O)N2CCN(c3ccccc3)CC2)o1)c1ccccc1	-1	0.4	6	-2	6	5	-1	94	-2
CC(=O)N1CCCc2cc(S(=O)(=O)Nc3ccccc3C)ccc21	-3	0.8	-2	-1	-18	-3	11	95	-1
CC(=O)c1cccc(NC(=O)N2CCc3ccccc3C2)c1	-5	3.0	11	-5	-16	11	-7	104	0
COc1ccc(C)cc1NC(=O)C(Sc1nnc(Nc2ccccc2F)s1)c1ccccc1 (configuration not stated)	0	3.8	7	-5	-2	18	4	96	0
Cc1cccc(NS(=O)(=O)c2cccc(C(=O)N3CCC3)c2)c1	-4	2.5	-3	/	/	/	/	119	/
C/C(CCN1CCCCc2nc(C)c(C)cc21)=N\O[C@@H](C)CN1CCCCc2nc(C)c(C)cc21	0	4.5	-16	-1	11	1	1	107	2

Next part; it opens with the two that closed the last part.
SMILES	PP1 inh	PP5 primary	ZTA counter	CTSL1 counter	EBNA-1 inh	core dimer inh	JMJD2C inh	Yeast superoxide	TPT1 inh
Cc1cccc(NS(=O)(=O)c2cccc(C(=O)N3CCC3)c2)c1	-4	2.5	-3	/	/	/	/	119	/
C/C(CCN1CCCCc2nc(C)c(C)cc21)=N\O[C@@H](C)CN1CCCCc2nc(C)c(C)cc21	0	4.5	-16	-1	11	1	1	107	2
CC(C(=O)NCCCc1ccccc1)c1ccc([N+](=O)[O-])cc1 (configuration not stated)	0	0.3	15	-3	7	5	i	85	-3
COc1cc(CN/C(C)=C(\C#N)C(N)=O)cc(OC)c1OC	4	-1.2	8	1	-4	0	0	91	0
CCOc1ccc(NC(=O)C(=O)NCCCn2ccnc2)cc1	-3	2.8	0	-1	0	4	9	99	-2
COC(=O)c1cc(NC(=O)Nc2cc(OC)ccc2OC)cc(C(=O)OC)c1	-2	0.5	0	0	10	-2	2	109	-1
O=C(CSc1nnc(CNC(=O)c2cccs2)o1)Nc1ccc(Cl)cc1	-3	-0.8	4	5	0	-4	-10	117	-2
Fc1cccc(NCc2cn3ccccc3n2)c1	-2	-0.2	4	-6	2	0	-4	104	0
CCOc1ccc(NC(=S)NCC(c2cccnc2)N2CCOCC2)cc1 (configuration not stated)	0	4.0	12	2	9	-4	-2	98	-1
c1cncc(CN=C2Nc3ccccc3CS2)c1	-3	1.9	-8	-3	-1	-7	-2	100	-7
Cc1cc(=O)[nH]c(SCC(=O)Nc2c(C)n(C)n(-c3ccccc3)c2=O)n1	-3	-1.3	11	/	/	/	19	113	/
CC(C)n1nnnc1SCC(=O)NCc1ccco1	-2	-1.2	0	-2	-9	-1	-27	81	-2
O=C(C1CCC1)N1CCc2cc(S(=O)(=O)N3CCc4ccccc4C3)ccc21	-4	-3.1	27	1	6	3	28	129	-4

A stretch taken from the entries so far, as a working copy:
SMILES	PP1 inh	PP5 primary	ZTA counter	CTSL1 counter	EBNA-1 inh	core dimer inh	JMJD2C inh	Yeast superoxide	TPT1 inh
Fc1cccc(NCc2cn3ccccc3n2)c1	-2	-0.2	4	-6	2	0	-4	104	0
CCOc1ccc(NC(=S)NCC(c2cccnc2)N2CCOCC2)cc1 (configuration not stated)	0	4.0	12	2	9	-4	-2	98	-1
c1cncc(CN=C2Nc3ccccc3CS2)c1	-3	1.9	-8	-3	-1	-7	-2	100	-7
Cc1cc(=O)[nH]c(SCC(=O)Nc2c(C)n(C)n(-c3ccccc3)c2=O)n1	-3	-1.3	11	/	/	/	19	113	/
CC(C)n1nnnc1SCC(=O)NCc1ccco1	-2	-1.2	0	-2	-9	-1	-27	81	-2
O=C(C1CCC1)N1CCc2cc(S(=O)(=O)N3CCc4ccccc4C3)ccc21	-4	-3.1	27	1	6	3	28	129	-4
